F-actin modifier = modifiers of F-actin cytoskeleton organization, primary screen, imaging, HUVEC, phalloidin staining, high-content imaging. HUVEC TNFa F-actin phalloidin imaging. inhibition, % at 2 µM. 0.18% of 91,000 active;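 active = inhibition above the batch mean plus 3 SD and confirmed as a hit by visual image inspection, cut at about 30% in these data, passing the limit was not always enough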; also: strong numbers were not always called active
Plk1 PBD FP = Plk1 polo box domain binding inhibitors, primary screen, biochemical, fluorescence polarization; Plk1 PBD phosphopeptide binding; inhibition, %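 (tested at about 20 µM)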; 0.13% of 97,000 active; AID 693, 2007; in the data active = inhibition above about 34%, passing the limit was not always enough
EphB4 antag = EphB4-ephrin-B2 interaction antagonists, primary screen, biochemical, TNYL-RAW peptide probe, fluorescence polarization; Ephrin type-B receptor 4 (Homo sapiens), P54760; EphB4 LBD / TNYL-RAW-Alexa532 peptide; inhibition, % at 7 µM; 0.15% of 97,000 active;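 active = inhibition above the screen-wide mean inhibition plus 3 SD, cut at about 15% in these data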;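 also: 0% = DMSO wells and 100% = excess unlabeled TNYL-RAW peptide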
HIV Rev-RRE inh = HIV-1 Rev-RRE binding inhibitors, primary screen, biochemical, FRET, protein-RNA interaction; P05866; 0.79% of 97,000 active; inhibition, % at 8 µM; Rev peptide-RRE RNA binding;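 active = inhibition above the screen-wide mean plus 3 SD, cut at about 35% in these data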;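 also: 0% = median DMSO wells and 100% = median Neomycin B control wells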
Target sequence (P05866 whole entry, looked up): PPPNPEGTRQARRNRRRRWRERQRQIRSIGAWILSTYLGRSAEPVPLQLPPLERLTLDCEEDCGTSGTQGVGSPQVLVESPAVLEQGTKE
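Test system: labelled RRE RNA duplex and labelled Rev peptide. Times: 5 min compound–RNA preincubation, then 15 min with peptide, 25 °C. Doses: single-dose 8 µM. Measured by: FRET, excitation 480 nm, emission 540 nm donor and 671 nm acceptor. Measure: % inhibition of FRET ratio versus controls.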
FAK blocker = FAK kinase inhibitors, primary screen, biochemical. Focal adhesion kinase 1 (Homo sapiens), Q05397. biochemical FAK kinase activity assay. inhibition, %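 (tested at 7 µM)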. 0.84% of 97,000 active; in the data active = inhibition above about 19%;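 also: 0% = DMSO and 100% = reference compound high control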
PTPN22 act = LYP phosphatase activators, primary screen, biochemical, DiFMUP fluorescence, 2 µM | Tyrosine-protein phosphatase non-receptor type 22 (Homo sapiens), Q9Y2R2 | recombinant LYP; 0 = plate median, 100 = signal doubled | activation, % at 2 µM | 0.11% of 96,000 active | AID 697, 2007;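 active = activation at 2 µM above a set limit, the mean plus 5 SD, cut at about 37% in these data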
Target sequence (Q9Y2R2 whole entry, looked up): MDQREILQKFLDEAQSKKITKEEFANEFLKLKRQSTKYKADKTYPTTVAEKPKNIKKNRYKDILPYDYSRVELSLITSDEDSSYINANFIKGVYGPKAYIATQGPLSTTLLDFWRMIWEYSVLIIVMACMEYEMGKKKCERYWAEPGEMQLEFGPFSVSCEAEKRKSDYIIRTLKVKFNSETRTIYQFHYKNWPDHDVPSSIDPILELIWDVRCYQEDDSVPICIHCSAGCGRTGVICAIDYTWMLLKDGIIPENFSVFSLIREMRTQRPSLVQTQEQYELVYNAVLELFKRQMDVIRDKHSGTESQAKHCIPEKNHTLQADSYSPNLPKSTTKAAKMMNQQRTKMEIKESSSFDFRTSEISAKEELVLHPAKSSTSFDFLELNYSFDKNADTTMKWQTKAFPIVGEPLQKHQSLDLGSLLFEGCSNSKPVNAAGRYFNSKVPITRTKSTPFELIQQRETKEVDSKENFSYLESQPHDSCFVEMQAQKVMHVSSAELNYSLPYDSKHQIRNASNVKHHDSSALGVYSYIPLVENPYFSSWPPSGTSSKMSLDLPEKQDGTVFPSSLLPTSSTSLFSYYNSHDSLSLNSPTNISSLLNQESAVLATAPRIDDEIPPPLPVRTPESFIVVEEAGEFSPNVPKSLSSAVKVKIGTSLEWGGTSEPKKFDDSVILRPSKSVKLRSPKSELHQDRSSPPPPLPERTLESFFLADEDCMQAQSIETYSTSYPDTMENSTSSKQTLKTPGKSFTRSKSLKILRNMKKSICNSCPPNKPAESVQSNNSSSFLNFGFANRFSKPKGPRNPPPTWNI
PLK1 inh = human PLK1 kinase inhibitors, primary screen, biochemical, TR-FRET; Serine/threonine-protein kinase PLK1 (Homo sapiens), P53350; recombinant PLK1 kinase, TR-FRET peptide phosphorylation; inhibition, % at 10 µM; 0.53% of 97,000 active; AID 619, 2007;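 active = inhibition of 50% or more in the single-concentration screen; inactive = inhibition below 50%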;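 also: 0% = DMSO max control and 100% = H-89 dihydrochloride min control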
Pyk2 oligo antag = antagonists of Pyk2 self-association, primary screen, Q293 cells, FERM NanoBiT luminescence, HTS; 0.83% of 99,000 active; Protein-tyrosine kinase 2-beta (Homo sapiens), Q14289; z-score (the deposit names both 25 µM and 10 µM); stronger effect = lower value;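 active = Z-score of -3 or lower, scaled per plate to the spread of control and sample wells; inactive = z-score above -3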;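 also: negative z-score means lost luminescence so less FERM oligomerization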
LYP inh 2 = PTPN22 phosphatase inhibitors, primary screen, biochemical, DiFMUP fluorescence, 2 µM; AID 640, 2007; recombinant LYP catalytic domain; inhibition, % at 2 µM; Tyrosine-protein phosphatase non-receptor type 22 (Homo sapiens), Q9Y2R2; 0.21% of 96,000 active;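 active = inhibition at 2 µM at or above a set limit, the screen mean plus 3 SD, cut at about 24% in these data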;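 also: 0% = DMSO with enzyme and 100% = enzyme fully blocked by orthovanadate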
The depositor's hits bear a star; . = not tested or not shown.

SMILES | F-actin modifier | Plk1 PBD FP | EphB4 antag | HIV Rev-RRE inh | FAK blocker | PTPN22 act | PLK1 inh | Pyk2 oligo antag | LYP inh 2
CCCC(C)n1[nH]c(=O)cc1N (stereo not given) | -1 | 14 | 4 | 5 | -6 | -5 | 2 | 1 | 8
O=C(Nc1ccccc1)Nc1nnc(-c2ccccc2)o1 | 22 | 8 | 1 | 0 | 4 | -12 | -10 | 1.3 | 9
Cc1ccc(N2CCN(C(=O)CNS(=O)(=O)c3ccc(Br)s3)CC2C)cc1 (stereo not given) | . | -2 | -3 | 6 | 3 | 2 | 2 | -0.22 | -6
Cc1ccc(C)c(OCC(O)CN2CCCCC2C)c1 (stereo not given) | . | 14 | -6 | -8 | 1 | -4 | -6 | 0.04 | 4
COCCCNC(=O)C1CC(=O)OC1c1ccc(OC)c(OC)c1 (stereo not given) | -12 | 8 | -3 | 5 | -1 | 15 | 14 | 0.02 | -16
CCCCOc1cccc(-c2cc(C(=O)NNC(=S)NCC)c3ccccc3n2)c1 | -1 | -14 | 3 | -4 | -1 | -2 | -8 | -0.05 | 0
CCCOc1ccc(C2/C(=C(\O)c3c(C)[nH]c(C(=O)OC)c3C)C(=O)C(=O)N2CCN(C)C)cc1 (stereo not given) | 14 | -3 | -6 | 3 | -6 | -13 | -2 | 1 | 12
CCn1c(SCC(=O)O)nnc1-c1cc2c(C)nn(-c3ccccc3)c2s1 | -10 | -19 | -10 | 5 | -1 | 14 | -13 | -0.21 | -14
CCOc1ccc(NC2c3ccccc3C(=O)N2Cc2ccc3c(c2)OCO3)cc1 (stereo not given) | -3 | 25 | 5 | 3 | -1 | -6 | -6 | . | 5
CC(C)c1nnc(NC(=O)CCC(=O)NCc2ccco2)s1 | -10 | 32 | 2 | 8 | 0 | 1 | -14 | 0.92 | -2
CCCn1c(=NC(C)=O)c(C#N)cc2c(=O)n3cccc(C)c3nc21 | . | -5 | 0 | 8 | 3 | 3 | -7 | . | 1
CCCC1OC23CCCCC2C(C#N)(C(=N)O3)C1(C#N)C#N (stereo not given) | -18 | -8 | 7 | 25 | -3 | 0 | -6 | -0.04 | 0
COC(=O)C1=C(C(C)=O)C(c2ccc(C)cc2)n2nnnc2N1 (stereo not given) | 2 | -4 | 5 | 11 | -3 | 3 | 2 | -0.11 | -6
COc1ccccc1C(=O)NCCn1cc(SCC(=O)NCc2ccco2)c2ccccc21 | -6 | -15 | 0 | 5 | 2 | -4 | -9 | -0.8 | 6
Nc1ccccc1N1CCOCC1 | 0 | -12 | -10 | 7 | 0 | 9 | -4 | 0.3 | -7
O=C(O)CCn1c(SCc2cccc3ccccc23)nc2ccccc21 | 3 | 6 | -2 | -2 | -4 | -9 | -4 | -0.08 | 11
COc1ccc(NC(=O)c2ccco2)cc1NC(=O)c1cccs1 | 8 | -20 | 7 | -1 | 2 | -2 | -2 | -0.72 | 1
Cc1nn(-c2cc(C)c3ccccc3n2)c2c1CCC2 | 2 | 10 | 4 | 5 | 0 | -4 | -8 | 0.8 | 1
CCCC(=O)NC1=C(C#N)C2(CCCC2)Cc2ccccc21 | -4 | -6 | -3 | -3 | -3 | 4 | -11 | 0.81 | -9
NC(=O)c1ccccc1N/C=C/C(=O)c1ccco1 | 0 | 0 | 1 | 6 | -1 | 14 | -7 | 0.2 | -12
COCCCNC(=O)CSC1=Nc2ccccc2C2=NC(Cc3c[nH]c4ccccc34)C(=O)N12 (stereo not given) | 5 | -12 | -6 | 3 | -3 | 8 | -7 | -0.17 | -10
COc1ccc(OCCCN2CCCC(C)C2)cc1 (stereo not given) | 4 | 3 | -5 | 9 | -1 | -4 | 3 | 1.6 | 0
Cc1ccc(S(=O)(=O)N2CCN(S(C)(=O)=O)C2c2ccccc2)cc1 (stereo not given) | 5 | -11 | -4 | 6 | 1 | 3 | -12 | 0.6 | 0
Cc1ccc(NC(=O)Cn2cccc2)c(Br)c1 | 28 | 16 | 2 | 2 | 2 | 4 | -7 | 0.17 | -6
CCCCSc1nc2c(cc1C#N)CCC2 | -8 | 20 | -7 | 13 | 0 | 20 | -10 | 1.7 | -26

Four entries out of the list above, sorted by the number in FAK blocker, low to high:
SMILES | F-actin modifier | Plk1 PBD FP | EphB4 antag | HIV Rev-RRE inh | FAK blocker | PTPN22 act | PLK1 inh | Pyk2 oligo antag | LYP inh 2
O=C(O)CCn1c(SCc2cccc3ccccc23)nc2ccccc21 | 3 | 6 | -2 | -2 | -4 | -9 | -4 | -0.08 | 11
COCCCNC(=O)CSC1=Nc2ccccc2C2=NC(Cc3c[nH]c4ccccc34)C(=O)N12 (stereo not given) | 5 | -12 | -6 | 3 | -3 | 8 | -7 | -0.17 | -10
COc1ccc(OCCCN2CCCC(C)C2)cc1 (stereo not given) | 4 | 3 | -5 | 9 | -1 | -4 | 3 | 1.6 | 0
Cc1ccc(N2CCN(C(=O)CNS(=O)(=O)c3ccc(Br)s3)CC2C)cc1 (stereo not given) | . | -2 | -3 | 6 | 3 | 2 | 2 | -0.22 | -6

Next section
SMILES | F-actin modifier | Plk1 PBD FP | EphB4 antag | HIV Rev-RRE inh | FAK blocker | PTPN22 act | PLK1 inh | Pyk2 oligo antag | LYP inh 2
CCCOc1ccc(NC(N)=O)cc1OCCC | -9 | 17 | 3 | 5 | 3 | -11 | 8 | 0.01 | 9
COc1ccc2nc(SCc3nc(N)nc(Nc4ccccc4)n3)[nH]c2c1 | -4 | 0 | -2 | 2 | 3 | -11 | -9 | -1.8 | 8
CCCOc1ccc(C2C(C(=O)c3ccc(C)o3)=C(O)C(=O)N2Cc2cccnc2)cc1 (stereo not given) | -4 | 6 | 4 | 2 | -1 | -11 | -8 | . | 8
O=c1cc(/C=C/c2cccs2)[nH]c2ccccc12 | -10 | -16 | 6 | 8 | 1 | -6 | -8 | -0.74 | 8
CN1CCN(NC(=O)c2cccc(F)c2)CC1 | 9 | 1 | 5 | 6 | 0 | 7 | -8 | 1.8 | -5
CCOC(=O)c1cc(-c2ccccc2)n(CCC(=O)O)c1C | -22 | -6 | 5 | -2 | -3 | -6 | -2 | -0.21 | 8
CC(C)(C)c1ccc(-c2nnc(SCC(=O)c3ccc4c(c3)OCCO4)o2)cc1 | -8 | -13 | 2 | 6 | -1 | 2 | -5 | 0.2 | -1
CCn1c2ccccc2c2cc(NC(=O)C(C)Oc3ccccc3)ccc21 (stereo not given) | 14 | -26 | -3 | 12 | 3 | -7 | -22 | -0.02 | 10
CCCCCCn1cnc2c(c1=O)c1nc3ccccc3nc1n2/N=C/c1ccco1 | -15 | -10 | -7 | 11 | 0 | -22 | -2 | -0.89 | 22
CCNc1nc(NC(C)(C)C)nc(N(C#N)CC)n1 | 24 | -28 | 2 | 0 | 1 | -5 | -2 | -0.6 | 5
CCOC(=O)CC(=O)CSc1ccc2nnc(-c3ccc(C)cc3)n2n1 | 12 | -8 | 6 | 2 | 1 | 5 | 0 | 0.07 | -9
Cc1cc(C2C(=O)CC(=O)CC2c2ccccc2)on1 (stereo not given) | 13 | 28 | 8 | 3 | 6 | -1 | -14 | 0.73 | 1
O=C(Cn1cc(C(=O)c2cccs2)c2ccccc21)NCc1ccc2c(c1)OCO2 | . | 2 | 4 | 5 | -1 | . | -61 | . | .
C/C(N)=C(/C#N)C(=O)CSc1nnc(COc2ccccc2Cl)o1 | -10 | 6 | 4 | -1 | 2 | -3 | 7 | -0.24 | 2
O=C(OCCNC(=O)c1ccc2ccccc2n1)c1ccc(F)cc1 | -9 | 21 | 6 | 10 | 0 | 8 | 1 | 1.8 | -6
COCCNC(=O)c1ccc2ccccc2n1 | 1 | -57 | 1 | 8 | -1 | 5 | -10 | -0.07 | -2
COCCCN1CC23C=CC(O2)C(C(=O)O)C3C1=O (stereo not given) | 4 | 15 | 1 | 9 | -2 | 2 | -4 | . | -2
COc1ccc(N2CCN(C(=O)CSc3nnc4c(C)cc5cc(C)ccc5n34)CC2)cc1 | 51* | -27 | 0 | -3 | 5 | -3 | -1 | -0.89 | 1
CCOc1ccc(N(CC(=O)Nc2ccc(OC)cc2)S(=O)(=O)c2c(C)noc2C)cc1 | -9 | -8 | -6 | 1 | -1 | 2 | -1 | . | -4
CCOC(=O)N1CCN(C(=O)/C(=C/c2cccc3ccccc23)NC(=O)c2ccc(OC)cc2)CC1 | 13 | 13 | -3 | 0 | 0 | 0 | -11 | -2.4 | 4
COc1ccc(OC)c(CCNC(=O)CN2C(=O)CC(C)(C)S(=O)(=O)c3ccccc32)c1 | -17 | 6 | -4 | 2 | 2 | -6 | -15 | . | 3
O=C1c2ccccc2C(=O)N1CCc1nc(-c2ccncc2)no1 | 0 | -4 | 6 | -2 | 1 | 6 | -6 | 2.2 | -3
Cc1cc(C)n(CC(O)CN(c2ccccc2)S(=O)(=O)c2ccccc2)n1 (stereo not given) | 1 | -1 | -4 | 0 | 0 | 4 | -5 | 0.16 | 1
CC1(C)NC(=O)N(CC(O)CN2CCOCC2)C1=O (stereo not given) | -5 | 12 | 9 | 6 | 1 | -3 | -4 | 0.14 | 1
O=C(O)c1cnn2c1NC(c1ccc(F)cc1)CC2C(F)(F)F (stereo not given) | 12 | 15 | 1 | -3 | 1 | -4 | -8 | 0.29 | 0

Next section
SMILES | F-actin modifier | Plk1 PBD FP | EphB4 antag | HIV Rev-RRE inh | FAK blocker | PTPN22 act | PLK1 inh | Pyk2 oligo antag | LYP inh 2
Cc1ccc(-n2[nH]c(C)c(/C=C3/C=Nc4ccccc43)c2=O)cc1C | 17 | -4 | 7 | 1 | 4 | -8 | -8 | -0.28 | 4
Cc1ccc(S(=O)(=O)c2c(N)n(CCCO)c3nc4ccccc4nc23)cc1 | -4 | -18 | -15 | 16 | -1 | 11 | -10 | 0.5 | -11
O=c1c(-c2cccc3ccccc23)[n+]([O-])c2ccccc2n1O | -13 | -19 | 1 | 13 | 5 | -4 | -9 | -0.37 | 5
CCC(C)N(C(=O)C(F)(F)F)C(C(=O)NC1CCCCC1)c1ccncc1 (stereo not given) | -7 | -8 | -4 | 1 | 1 | 0 | -5 | 1.7 | -1
C/C(=N\Nc1nccnc1Cl)c1ccc([N+](=O)[O-])cc1 | 15 | 6 | -2 | -1 | -2 | 10 | -9 | 0.86 | -7
c1ccc2sc(NC3=NCN(C4CCCCCC4)CN3)nc2c1 | -1 | 13 | -4 | -3 | -2 | -6 | -9 | 0.49 | 8
CN(C(=O)c1cnc(N2CCN(c3ncccn3)CC2)c2ccccc12)c1ccc(Cl)cc1 | 7 | -14 | 3 | 6 | 4 | -4 | 6 | -2.6 | 4
Cc1nn(-c2ccccc2)c(Cl)c1C(=O)Nc1ccccc1 | -8 | -9 | -9 | 6 | 1 | 11 | -1 | -0.6 | -15
COc1ccc(N2CCN(C(=O)c3ccncc3)CC2)cc1 | 6 | 9 | 1 | 8 | -2 | -11 | -3 | -0.4 | 11
O=c1n(-c2ccccc2)c(=O)n2n1CCCC2 | -17 | -26 | -2 | 3 | -1 | 5 | -8 | 0.1 | -9
C=CCn1cc(C(=O)NCc2cccnc2)c(=O)c2cc(S(=O)(=O)N(CC)CC)ccc21 | 14 | -1 | -7 | 7 | -2 | 5 | -14 | . | -8
CCCN1Cc2cccc(C(N)=O)c2C1=O | 15 | -25 | -6 | 6 | 2 | -3 | 0 | 0.31 | 3
Cc1cc(C(=O)NCc2ccccc2Br)no1 | -26 | 3 | 0 | 9 | -3 | 2 | -11 | 0.24 | 1

High-throughput results: PubChem BioAssay, several laboratories
